# TTR transcr act – increases transthyretin transcription | actives 1.3% (n = 92,000) | SH-SY5Y TTR promoter Gaussia luciferase, luminescence; 100% = recombinant luciferase protein wells | activation, % at 16.7 µM;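 active = activation above the mean of all tested compounds plus 3 SD, cut at about 9.5% in these data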;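 note: cells exposed to compounds for one day before reading; 0% = median of all test compound wells on the plate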
# An asterisk follows results filed as active. These rows are one share of the data. The share of hits here may be higher or lower than overall.
SMILES,TTR transcr act
Cn1c(NC(=O)CC(C)(C)C)cc(=O)n(C)c1=O,4.5
CSc1cnn(Cc2ccccc2)c(=O)c1SCc1ccccc1,5.8
Cc1cccc(C(=O)c2c(N)sc3c2CCCC3)c1,0.7
Cc1c(C(=O)N2CCC2(C)C(=O)O)oc2ccccc12 (stereo unspecified),0.4
C/C(=N\NC(=O)c1nnn(-c2nonc2N)c1CN(C)c1ccccc1)c1cccc(O)c1,1.6
COCCNC(=O)CN1CCC(NC(=O)c2ccco2)CC1,2.2
Cc1nc2ccc(NC(=S)N3CCC(C)CC3)cc2nc1C,-0.2
FC(F)(F)c1cc(-c2cccs2)nc(-n2cc(Cl)cn2)n1,1.1
CCOc1ccc(-c2csc(Cn3c(CN4CCN(C)CC4)nc4ccccc4c3=O)n2)cc1,1.6
COc1ccc2c(c1)C(=O)N1[C@H]3c4cc(OC)ccc4OC[C@@H]3[C@H](c3ccccc3)[C@]1(C)C(=O)N2,-2.6
CN(C)c1nc(-c2cccs2)cc(C(F)(F)F)c1C#N,6.5
O=C(Nc1ccon1)C12CC3CC(C1)CC(n1cnc([N+](=O)[O-])n1)(C3)C2,-0.3
O=C(Nc1ccccc1F)Nc1ccccc1F,-1.9
CCN1C[C@@H]2[C@@H]3C(=O)N(Cc4ccccc4)C(=O)[C@@H]3[C@](C)(C1=O)N2C(=O)c1ccc(F)cc1,0.1
CCN1C(=O)[C@@H]2[C@@H](c3ccc(SC4CCCCC4)cc3)N3CCC[C@@]3(C(=O)OC)[C@@H]2C1=O,10.9*
COc1ccc(Cl)cc1-c1n[nH]c(=S)n1C1CCCCC1,-0.5
CCOC(=O)/C=C1\SC(C)C(=O)N1CC(=O)N(CCC#N)c1ccccc1 (stereo unspecified),0.6
CCCn1nc(NC(=O)C2CCCO2)c2cc3ccc(C)cc3nc21 (stereo unspecified),0.5
CC(CCc1ccccc1)N1CCN(Cc2ccccc2)CC1 (stereo unspecified),-0.2
CCCCN1C(=O)C(O)=C(C(C)=O)C1c1ccc(OC)cc1OC (stereo unspecified),0.1
Cc1ccc(S(=O)(=O)N2CCOC23CCN(S(=O)(=O)c2c(C)cc(C)cc2C)CC3)cc1,-1.3
CN(C)/C=C(\c1cnc(Cl)s1)S(=O)(=O)c1ccccc1,1.5
O=C(Cc1ccccc1Cl)N1CCN(c2ccccn2)CC1,0.9
Cc1cccc(NC(=O)C(C)Sc2nc3ccccc3c(=O)n2CCCN2CCOCC2)c1 (stereo unspecified),20.8*
Cc1noc2ncnc(Sc3ccc(Cl)cc3)c12,0.4
COC(=O)C1=C(C)N(Cc2ccco2)C(=O)C1,-1.8
Cn1cccc1CC(=O)NNC(=S)Nc1ccc(Cl)cc1,0.5
CCSC1=C(C#N)C(c2ccc(C)s2)CC(=O)N1 (stereo unspecified),2.3
COc1cccc(NC(=O)N2CCCC2C(=O)NC(C)C)c1 (stereo unspecified),-0.4
CCc1ccc(-n2c(C)cc(/C=N/NC(=O)OC)c2C)cc1,-2.1
Clc1ccccc1CNc1ncnc2nc[nH]c12,3.9
CCOC(=O)c1cc(NC(=O)c2c(C)noc2C)cc(C(=O)OCC)c1,-0.8
COc1cc(NC(=O)CN2C(=O)NC(CC(C)C)C2=O)cc(OC)c1OC (stereo unspecified),-1.8
O=C1CCN(CCc2ccccc2)CCN1CCO,1.4
N#Cc1nc(-c2ccccc2Cl)oc1N1CCCCC1,-2.8
CCCCSc1nnc(CNC(=O)C23CC4CC(CC(C4)C2)C3)n1Cc1ccccc1,-0.8
CCOc1cccc(CNn2cnnc2)c1OCc1ccccc1Cl,-0.9
O=C(N/N=C\c1coc2ccccc2c1=O)c1ccco1,1.9
COc1cc2c(cc1OC)CN(C(=S)Nc1ccc(Cl)cc1)CC2,-2.3
O=C(CSc1nc2ccccc2nc1SCC(=O)N1CCOCC1)N1CCOCC1,1.4
Cc1cc(/C=N/NC(=O)CC#N)c(C)n1-c1ccc([N+](=O)[O-])cc1,5.4
C=CCOc1ccc(/C=C2\SC(N3CCCCC3)=NC2=O)cc1,0.2
Cc1nc(-c2ccc(C(=O)Nc3cccc(F)c3)cc2)cs1,-5.3
O=c1ccc2cc3c([nH]c4ccc(Br)cc43)oc-2c1O,-3.4
Cc1ccc(C(C(=O)NC(C)(C)C)N(Cc2ccccc2)C(=O)c2snc(C(N)=O)c2N)o1 (stereo unspecified),1.5
NC(=O)/C=C\C(=O)Nc1cccc(C(F)(F)F)c1,0.6
CCOc1ccc(-c2nc(C#N)c(NCc3ccc4c(c3)OCO4)o2)cc1,-0.1
CCCc1nc2sc3ccccc3c(=O)c2c(=O)n1Cc1ccc(OC)cc1,-1.4
Cc1cc(C(=O)OCC(=O)Nc2cccnc2Cl)c2ccccc2n1,-1.2
Cc1cc(C)c(S(=O)(=O)N(C)CC(=O)NCc2cccnc2)c(C)c1,-1.4
Cc1ccc(CCNC(=O)C2CC(c3cccc(F)c3)=NO2)cc1 (stereo unspecified),0.3
Cn1c(=O)c2c(-c3ccccc3)n(-c3cc(C(=O)O)ccc3O)cc2n(C)c1=O,-0.9
CC(=O)Nc1ccc(NC(=O)C(Sc2ccccc2)c2ccccc2)cc1 (stereo unspecified),4.3
CCN(CC)CCN1C(=O)C(O)=C(C(C)=O)C1c1ccc(OC)c(OC)c1 (stereo unspecified),-0.6
Nc1nc(NCC2CCCO2)nc(Nc2cccc(F)c2)c1[N+](=O)[O-] (stereo unspecified),-1.4
CCOC(=O)c1ccc(NC(=O)C(=O)NCc2ccncc2)cc1,0.4
CC(C)c1cc(C(F)(F)F)n2nc(C(=O)O)cc2n1,-1.2
CCN(CC)c1ccc(NC(=O)Cn2ncc3c(C)n(Cc4ccccc4F)c(C)c3c2=O)c(C)c1,-1.7
CN(CC(=O)NC1CCCCCC1)S(=O)(=O)c1ccc2c(c1)n(C)c(=O)c(=O)n2C,-0.6
COc1cc(C(=O)O/N=C(\N)c2ccc([N+](=O)[O-])cc2)cc(OC)c1OC,1.6

# Among those listed so far, 10 contain fluorine.
SMILES,TTR transcr act
FC(F)(F)c1cc(-c2cccs2)nc(-n2cc(Cl)cn2)n1,1.1
CN(C)c1nc(-c2cccs2)cc(C(F)(F)F)c1C#N,6.5
O=C(Nc1ccccc1F)Nc1ccccc1F,-1.9
CCN1C[C@@H]2[C@@H]3C(=O)N(Cc4ccccc4)C(=O)[C@@H]3[C@](C)(C1=O)N2C(=O)c1ccc(F)cc1,0.1
Cc1nc(-c2ccc(C(=O)Nc3cccc(F)c3)cc2)cs1,-5.3
NC(=O)/C=C\C(=O)Nc1cccc(C(F)(F)F)c1,0.6
Cc1ccc(CCNC(=O)C2CC(c3cccc(F)c3)=NO2)cc1 (stereo unspecified),0.3
Nc1nc(NCC2CCCO2)nc(Nc2cccc(F)c2)c1[N+](=O)[O-] (stereo unspecified),-1.4
CC(C)c1cc(C(F)(F)F)n2nc(C(=O)O)cc2n1,-1.2
CCN(CC)c1ccc(NC(=O)Cn2ncc3c(C)n(Cc4ccccc4F)c(C)c3c2=O)c(C)c1,-1.7

# Next part
SMILES,TTR transcr act
Cc1ccc(NC(=O)c2ccc3ncsc3c2)cc1S(=O)(=O)N(C)C,-0.8
CCn1c(O)c(N=NC(=O)c2cccc(S(=O)(=O)N3CCCCC3)c2)c2ccccc21,-0.6
CN1C(C(=O)Nc2ccc(OC(F)(F)F)cc2)=CC(c2cccs2)=NS1(=O)=O,-0.4
C/C(Nc1ccccc1)=C(/C#N)C(N)=O,-1.6
CCC(C)NC(=O)CSc1nc2scc(-c3ccccc3)c2c(=O)[nH]1 (stereo unspecified),0.7
CCc1nc2c(OCC=C(C)C)cccn2c1N(C)C(=O)c1ccccc1F,0.2
Cc1nc2c(sc3nc(N4CCOCC4)c4c(c32)CC(C)(C)OC4)c(-c2ccc(Cl)cc2)c1C(=O)O,7.0
CCOC(=O)CC(NC(=O)c1ccco1)c1ccc(C)cc1 (stereo unspecified),-0.1
Cc1ccc(NC(=O)c2c([N+](=O)[O-])c(C(C)(C)C)nn2C)cc1,0.1
COC(=O)c1cc(S(=O)(=O)N2CCOCC2)c(N2CCOCC2)cc1N1CCOCC1,2.0
CC(=O)CC(=O)Nc1ccc2ccccc2c1,-0.6
CC(=O)Nc1nn(C)c2nc(C)cc(C)c12,0.8
COc1ccc([N+](=O)[O-])cc1NC(=O)c1ccco1,5.7
COc1ccc(C2Nc3ccccc3NC3=C2C(=O)CC(C)(C)C3)cc1OC (stereo unspecified),-1.4
[O-][n+]1onc2c1CCc1nnc(-c3ccccc3)cc1-2,2.7
CC(C)N1CCN(C(=O)c2ccc(NC(=O)c3ccc(Br)o3)cc2)CC1,-2.0
Cc1cccc(C)c1NC(=O)NCCCN1CCN(c2ccccc2)CC1,0.8
CC(C)CN(CC(C)C)S(=O)(=O)N1CCC(C(=O)NCc2ccco2)CC1,1.3
Cc1noc(C)c1C(=O)OCC(=O)Nc1ccccc1Oc1ccccc1,0.2
N/C(=N\N=C\c1ccco1)SC1CC(=O)N(c2ccc(C(=O)O)cc2)C1=O (stereo unspecified),1.1
COc1ccc(C2CCCN2C(=O)Nc2ccc(C)c(C)c2)cc1OC (stereo unspecified),-2.4
COc1cc(/C=N/n2c(C3CCCCC3)n[nH]c2=S)ccc1O,1.3
Cc1ccc(C(=O)NCC(=O)NC2CCCCCC2)cc1,0.9
COc1ccccc1/C=C/c1nc(C#N)c(N(C)C)o1,0.7
COc1ccc(OC)c(S(=O)(=O)N2CCCCCC2)c1,0.9
O=C(Nc1ccn(Cc2ccccc2F)n1)c1ccc(COc2cc(Cl)ccc2Cl)o1,5.6
CN(CC1COc2ccccc2O1)C(=O)CSc1ncccn1 (stereo unspecified),-1.2
CN(Cc1ccc(Cl)cc1Cl)C(=O)c1cccc(S(=O)(=O)NCc2ccccc2)c1,-0.2
CC(C)(C)OC(=O)n1ccc2ccc(-c3ccc4cc[nH]c4c3)cc21,-0.6
CCOc1ccc(OCc2ccc(C(=O)NC(C)C)o2)cc1,0.3
NC(=NC(=O)c1ccc(OCC(F)(F)F)nc1)c1ccc(Cl)cc1,-2.4
COc1cc(C(=S)N2CCOCC2)ccc1OC(=O)c1ccccc1C,-2.1
C#CC1(NC(=O)NCCCC)CCCCC1,1.7
O=C(COC(=O)c1ccc(Cl)nc1)NCc1ccc(F)cc1,-0.6
Nc1ccc(C(=O)N2CCN(S(=O)(=O)c3ccc(Cl)s3)CC2)cc1[N+](=O)[O-],0.4
COc1ccc(OCCCC(=O)NCc2ccco2)cc1,0.0
N#Cc1nc(-c2ccco2)oc1N1CCN(Cc2ccccc2)CC1,3.1
NC(=O)Cc1nc(-c2ccc(F)cc2)cs1,1.3
COc1ccc(C2=NNC(=Nc3cc(S(=O)(=O)N(C)C)ccc3C)SC2)c(OC)c1,0.9
O=C(Oc1ccccc1/C=C\C(=O)c1cc2ccccc2o1)c1cccc(F)c1,-1.8
COc1ccc(Nc2ccccc2NC(=O)c2ccccc2Br)cc1,0.1
FC(F)(F)c1cccc(N/N=C/c2ccccc2)c1,-0.5
CCCC(=O)n1nc(-c2ccc(C)cc2)nc1NCc1ccco1,-0.8
COc1ccc(NC(=O)C2(C)CCN2C(=O)C(C)C)cc1F (stereo unspecified),0.1
C=CCNCCOc1ccc(C)cc1[N+](=O)[O-],0.1
CN(c1ccc(F)cc1)S(=O)(=O)c1ccc2[nH]cc(C(=O)O)c(=O)c2c1,-1.8
CCC(=O)N1CCc2cc(S(=O)(=O)N3CCc4ccccc4C3)ccc21,3.3
OC(CNCc1ccccc1)COc1ccccc1 (stereo unspecified),5.3
Cc1ccccc1C(=O)N1CCC(C(=O)Oc2ccc(C#N)cc2)CC1,-2.4
CC(=O)Oc1ccc(NC(=O)Cc2ccccc2)cc1,0.5
CCOc1cc(-c2nnc(NC(=O)C3=COCCO3)o2)cc(OCC)c1OCC,0.1
O=C1CC(N(C(=O)c2ccco2)c2cccc(Cl)c2)C(=O)N1c1cccc(Cl)c1 (stereo unspecified),-1.2
CC1(C)CC(NC(=S)NC2CC2)CC(C)(C)N1,0.4
Cc1ccc(NC(=O)CSCC(=O)O)cc1,-1.2
COc1ccccc1CNC(=O)N1CCN(S(=O)(=O)c2ccccc2)CC1,-1.0
CC(C)c1ccc([N+](=O)[O-])cc1S(=O)(=O)N1CCN(C)CC1,5.5
Cc1ccc2[nH]c3c(c2c1)CCNC3=O,-1.6
CCCCN(C)c1c(C)nc2ccc(C(=O)N(CC)CCN(C)C)cn12,0.8
C[C@@H]1CN([C@@H](C)CO)C(=O)c2cc(N(C)C)ccc2O[C@@H]1CN(C)S(C)(=O)=O,0.0
CCN1C(=O)CC(n2c(C)nc3ccccc32)C1=O (stereo unspecified),-0.1

# Brought forward from above: two compounds, followed by the next part.
SMILES,TTR transcr act
C[C@@H]1CN([C@@H](C)CO)C(=O)c2cc(N(C)C)ccc2O[C@@H]1CN(C)S(C)(=O)=O,0.0
CCN1C(=O)CC(n2c(C)nc3ccccc32)C1=O (stereo unspecified),-0.1
Nc1n[nH]c(C(F)(F)F)c1-c1ccccc1,-1.4
CCOC(=O)c1cnc2c(C)cc(Cl)cc2c1NCCCN1CCOCC1,1.8
C[C@@H]1CC=C[C@H]2[C@H]1C(=O)N(Cc1ccccc1)[C@H]2c1ccc(C(F)(F)F)cc1,-1.6
C[C@@H]1CN([C@H](C)CO)C(=O)c2c(c3ccccc3n2C)-c2ccccc2CO[C@@H]1CN(C)C(=O)Nc1ccccc1C(F)(F)F,0.1
COc1ccc(NC(=O)/C(C#N)=C/c2ccc(-c3ccccc3C(=O)O)o2)cc1,-1.5
CC(=O)Nc1ccc(S(=O)(=O)N(Cc2ccco2)Cc2cc3ccccc3[nH]c2=O)cc1,-0.6
CC(C)CN1C(=O)C[C@]2(C(=O)N(C)c3ccc(NC(=O)C(C)(C)C)cc32)C1c1ccccc1 (stereo partly specified),-0.3
CCc1ccc(NC(=O)COc2ccc(Br)cn2)cc1,-0.5
Cc1cc2cc(CCNC(=O)CCCc3ccccc3)c(=O)[nH]c2cc1C,-0.9
CCc1ccc2c(c1)c1nnc(NN)nc1n2CC,-0.5
Cc1ccccc1Oc1ccc(S(=O)(=O)NCCC(=O)O)cc1,1.2
C/C(CC(=O)Nc1ccc([N+](=O)[O-])cc1)=N\NC(=O)c1ccccc1[N+](=O)[O-],0.8

# Screening results from PubChem.
